Screens as filed in PubChem.
PAFAH2 FP inh – PAFAH2 (human) inhibition; AID 492956; hit rate 0.99% among 340,000; inhibition, % at 3.39 µM; recombinant PAFAH2, FP-rhodamine activity probe, fluorescence polarization;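 active = inhibition above the mean over all tested compounds plus 3 SD, cut at about 30% in these data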;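 also: inhibitors block probe labeling of enzyme so polarization drops; 0% = enzyme with DMSO and 100% = wells lacking PAFAH2 protein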
ZTA counter – blocks Epstein-Barr virus ZTA, an EBNA-1 counter-screen | P03206 | hit rate 0.15% among 320,000 | ZTA-DNA binding, fluorescence polarization | inhibition, % at 11 µM; in the data active = inhibition above about 33%
EBNA-1 inh – blocks EBNA-1 binding to DNA | AID 1950 | hit rate 0.34% among 300,000 | EBNA-1 DNA binding, fluorescence polarization | inhibition, % at 14.8 µM; in the data active = inhibition above about 28%
LYPLA2 counter – blocks human lysophospholipase 2, a PME1 counter-screen | O95372 | recombinant LYPLA2, FP-Rh probe fluorescence polarization | inhibition, % at 5.9 µM | hit rate 0.38% among 320,000;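 active = inhibition above the screen-wide mean plus 3 SD, limit set per campaign, cut at about 26% in these data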;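 also: 0% = LYPLA2 with DMSO and 100% = wells lacking LYPLA2 enzyme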
PAFAH1B2 inh – blocks human PAF acetylhydrolase 1b catalytic subunit 2. recombinant PAFAH1B2, FP-rhodamine activity probe, fluorescence polarization. inhibition, % at 3.39 µM. hit rate 1.2% among 340,000;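 active = inhibition above the mean of all tested compounds plus 3 SD, cut at about 24% in these data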;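 also: 0% = enzyme with DMSO and 100% = wells lacking PAFAH1B2; many of its hits are not listed in these tables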
pPAFAH FP inh – inhibitors of human plasma PAF acetylhydrolase (pPAFAH). recombinant pPAFAH, FP-rhodamine probe fluorescence polarization. inhibition, % at 3.39 µM. hit rate 1.5% among 330,000. AID 463082;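 active = inhibition above the mean inhibition across the screen plus 3 SD, cut at about 25% in these data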;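 also: inhibitors block binding of the rhodamine activity-based probe so polarization drops; 0% = enzyme with DMSO and 100% = wells lacking pPAFAH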
LYPLA1 inh – counter-screen for PME1 inhibitors: inhibitors of human LYPLA1; O75608; inhibition, % at 5.9 µM; AID 2174; hit rate 0.16% among 320,000; recombinant LYPLA1, FP-Rh probe fluorescence polarization;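 active = inhibition above the mean of all tested compounds plus 3 SD, set per campaign, cut at about 14% in these data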;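 also: inhibitors block serine hydrolase probe labeling of LYPLA1 so polarization falls; 0% = enzyme with DMSO and 100% = wells lacking LYPLA1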
PREPL inhibitor – inhibits the human prolyl oligopeptidase-like enzyme | Q4J6C6 | recombinant PREPL, fluorescence polarization activity-based probe | inhibition, % at 5.96 µM | hit rate 0.68% among 320,000 | AID 2751; in the data active = inhibition above about 43%;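 also: 0% = enzyme with DMSO and 100% = wells lacking enzyme; many of its hits are not listed in these tables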
Target sequence (Q4J6C6 whole entry, looked up): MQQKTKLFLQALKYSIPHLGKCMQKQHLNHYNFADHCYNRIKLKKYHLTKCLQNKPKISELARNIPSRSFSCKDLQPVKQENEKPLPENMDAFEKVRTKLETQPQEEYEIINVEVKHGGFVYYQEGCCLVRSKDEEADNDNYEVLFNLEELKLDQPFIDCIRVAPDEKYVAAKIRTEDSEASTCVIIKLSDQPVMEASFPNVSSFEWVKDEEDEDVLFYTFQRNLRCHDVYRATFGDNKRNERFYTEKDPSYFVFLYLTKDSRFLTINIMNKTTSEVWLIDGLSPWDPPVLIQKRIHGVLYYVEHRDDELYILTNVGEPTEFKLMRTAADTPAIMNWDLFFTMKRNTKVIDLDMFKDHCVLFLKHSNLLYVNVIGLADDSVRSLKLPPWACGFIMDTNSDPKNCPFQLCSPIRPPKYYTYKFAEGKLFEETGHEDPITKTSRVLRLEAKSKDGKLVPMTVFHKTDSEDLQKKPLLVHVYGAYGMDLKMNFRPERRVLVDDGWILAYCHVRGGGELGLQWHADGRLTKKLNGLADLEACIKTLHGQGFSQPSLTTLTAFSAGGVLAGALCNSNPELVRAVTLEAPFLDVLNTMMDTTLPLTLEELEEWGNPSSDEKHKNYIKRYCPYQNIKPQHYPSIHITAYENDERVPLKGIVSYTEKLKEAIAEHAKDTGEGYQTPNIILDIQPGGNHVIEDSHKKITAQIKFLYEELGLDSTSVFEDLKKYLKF
PAFAH1B3 FP inh – PAFAH1B3 (human) inhibition. Q15102. hit rate 0.28% among 340,000. recombinant PAFAH1B3, FP-rhodamine probe, fluorescence polarization. inhibition, % at 3.39 µM;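 active = inhibition above the screen-wide average of all tested compounds plus 3 SD, cut at about 25% in these data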;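 also: 0% = enzyme with DMSO only and 100% = wells lacking PAFAH1B3 protein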
Target sequence (Q15102 whole entry, looked up): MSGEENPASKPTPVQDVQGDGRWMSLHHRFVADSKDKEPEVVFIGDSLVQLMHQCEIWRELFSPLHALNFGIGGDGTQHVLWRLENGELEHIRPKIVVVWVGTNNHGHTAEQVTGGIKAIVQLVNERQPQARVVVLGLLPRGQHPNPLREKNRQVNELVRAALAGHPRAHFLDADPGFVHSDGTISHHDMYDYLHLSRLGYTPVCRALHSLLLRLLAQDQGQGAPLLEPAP
Starred values were filed as active, the others as inactive; . = no result given. The list is partial; count on the stated rates, not on these rows.

SMILES	PAFAH2 FP inh	ZTA counter	EBNA-1 inh	LYPLA2 counter	PAFAH1B2 inh	pPAFAH FP inh	LYPLA1 inh	PREPL inhibitor	PAFAH1B3 FP inh
CCOC(=O)C1=C(C)NC2=C(C(=O)CCC2)C1c1coc2ccccc2c1=O (centres undefined)	3	-6	1	0	-3	3	2	5	1
Cc1cc(N2CCN(C(=O)c3ccco3)CC2)c2ccccc2n1	4	3	0	0	-1	2	-2	12	4
CN(C)S(=O)(=O)c1ccc(C(=O)NCc2nnc(SCC(=O)NCc3ccco3)o2)cc1	1	10	8	6	-2	-4	0	10	6
COc1ccc(/C=C/C(=O)NC(=S)NNC(=O)c2c(-c3ccccc3)noc2C)cc1	5	-2	-11	-5	4	17	0	9	8
CCc1ccc(NC(=O)NCCCN2CCCC2=O)cc1	5	7	-2	1	-3	3	-1	2	2
O=S(=O)(c1ccc(Oc2ccc(Br)cc2)cc1)N1CCOCC1	-11	-2	-7	4	2	6	2	10	3
O=C(c1cc(=O)c2ccccc2o1)N1CCN(c2ccccc2F)CC1	4	-10	-6	0	4	2	-3	3	9
O=S(=O)(c1ccc2ccccc2c1)N1CCNCC1	0	-6	-15	0	-1	1	3	-20	7
CSc1ncccc1C(=O)NC(C)CCc1ccccc1 (centres undefined)	-9	3	-2	1	-2	-2	1	12	9
N#CCCn1c(SCC(=O)Nc2ccc(N3CCOCC3)cc2)nc2ccccc21	0	11	3	8	-2	2	-1	4	4
O=C(CN1c2cccc3cccc(c23)S1(=O)=O)Nc1cccc(S(=O)(=O)N2CCOCC2)c1	-1	-4	-8	-2	-2	5	-5	-8	-7
Cc1ccc(C)c(NC(=O)c2ccc(OC(=O)c3ccco3)cc2)c1	-5	-8	5	1	2	0	1	36	6
Cc1nonc1OCCN1CCN(c2ccc([N+](=O)[O-])cc2)CC1	7	-11	2	2	1	0	2	27	11
O=C(C1CC(=O)N(c2ccc(Cl)cc2)C1)N1CCOCC1 (centres undefined)	15	-1	-8	0	5	1	-1	10	4
O=C1NC(c2cc3c(cc2Cl)OCO3)Oc2ccccc21 (centres undefined)	1	-14	-10	-1	7	-1	-1	3	6
CC(C)(C)c1ccc(C(=O)NCCOc2ccccc2F)cc1	11	0	6	1	6	0	2	-64	0
O=C1C(Oc2ccccc2)C(c2cccs2)N1Cc1ccc2c(c1)OCO2 (centres undefined)	5	-10	-15	-1	-1	-1	-5	9	2
O=C1c2ccccc2C(=O)N1c1cccc(-c2csc(Nc3ccc4c(c3)OCO4)n2)c1	.	-12	3	-6	.	15	-19	10	.
O=C(COC(=O)c1nc(Cl)ccc1Cl)NNC(=O)c1cccs1	7	-9	-9	0	2	15	0	-4	-1
CCOC(=O)C1CCN(c2nc(-c3ccc(C)cc3)nc3ccccc23)CC1	-12	19	13	-5	4	5	-4	0	5
O=c1c2[nH]c3ccc(F)cc3c2ncn1Cc1ccncc1	-4	13	1	-8	5	-3	-3	-2	-2
Cc1cccc(C)c1NC(=O)C1(N(Cc2ccco2)C(=O)c2ccccn2)CCCC1	-9	5	-5	-1	1	-3	-1	4	6
O=C(NC1CCCCC1)c1ccc(Br)o1	-6	1	9	0	3	4	-4	2	6
COc1ccc(NC(=O)Nc2ccc3c(c2)C(=O)N([C@H](C)CO)C[C@H](C)[C@@H](CN(C)C(=O)Nc2ccccc2)O3)cc1	6	.	.	.	8	2	.	14	5
COc1ccccc1CNC(=O)C/C(C)=N/NC(=O)Cc1ccc(Cl)cc1	7	-1	-5	3	6	4	-1	-15	11

Shown as comma-separated lines: entries from further up.
Molecule,PAFAH2 FP inh,ZTA counter,EBNA-1 inh,LYPLA2 counter,PAFAH1B2 inh,pPAFAH FP inh,LYPLA1 inh,PREPL inhibitor,PAFAH1B3 FP inh
O=S(=O)(c1ccc2ccccc2c1)N1CCNCC1,0,-6,-15,0,-1,1,3,-20,7
CSc1ncccc1C(=O)NC(C)CCc1ccccc1 (centres undefined),-9,3,-2,1,-2,-2,1,12,9
N#CCCn1c(SCC(=O)Nc2ccc(N3CCOCC3)cc2)nc2ccccc21,0,11,3,8,-2,2,-1,4,4
O=C(CN1c2cccc3cccc(c23)S1(=O)=O)Nc1cccc(S(=O)(=O)N2CCOCC2)c1,-1,-4,-8,-2,-2,5,-5,-8,-7
Cc1ccc(C)c(NC(=O)c2ccc(OC(=O)c3ccco3)cc2)c1,-5,-8,5,1,2,0,1,36,6
Cc1nonc1OCCN1CCN(c2ccc([N+](=O)[O-])cc2)CC1,7,-11,2,2,1,0,2,27,11
O=C(C1CC(=O)N(c2ccc(Cl)cc2)C1)N1CCOCC1 (centres undefined),15,-1,-8,0,5,1,-1,10,4
O=C1NC(c2cc3c(cc2Cl)OCO3)Oc2ccccc21 (centres undefined),1,-14,-10,-1,7,-1,-1,3,6
CC(C)(C)c1ccc(C(=O)NCCOc2ccccc2F)cc1,11,0,6,1,6,0,2,-64,0
O=C1C(Oc2ccccc2)C(c2cccs2)N1Cc1ccc2c(c1)OCO2 (centres undefined),5,-10,-15,-1,-1,-1,-5,9,2
O=C1c2ccccc2C(=O)N1c1cccc(-c2csc(Nc3ccc4c(c3)OCO4)n2)c1,.,-12,3,-6,.,15,-19,10,.
O=C(COC(=O)c1nc(Cl)ccc1Cl)NNC(=O)c1cccs1,7,-9,-9,0,2,15,0,-4,-1
CCOC(=O)C1CCN(c2nc(-c3ccc(C)cc3)nc3ccccc23)CC1,-12,19,13,-5,4,5,-4,0,5
O=c1c2[nH]c3ccc(F)cc3c2ncn1Cc1ccncc1,-4,13,1,-8,5,-3,-3,-2,-2

Additional structures:
SMILES	PAFAH2 FP inh	ZTA counter	EBNA-1 inh	LYPLA2 counter	PAFAH1B2 inh	pPAFAH FP inh	LYPLA1 inh	PREPL inhibitor	PAFAH1B3 FP inh
O=c1nc(N2CCOCC2)ccn1-c1nc(-c2ccccc2)sc1-c1ccccc1	7	-3	2	-1	11	3	2	3	2
Cc1nnc(SCC(=O)Nc2ccc([N+](=O)[O-])cc2)n1C	3	-20	-7	-2	6	-4	1	-2	4
CCNC(=S)N(Cc1cc2c(C)ccc(C)c2[nH]c1=O)C1CCCC1	-6	10	-3	1	1	6	2	-2	3
CCOC(=O)c1c(-c2ccc(F)cc2)csc1NC(=O)CCN1C(=O)c2ccccc2C1=O	-14	19	-2	-3	4	-1	0	-3	-2
CCC(C)(C)NC(=O)C(c1ccc(C)cc1)N(Cc1cccnc1)C(=O)c1csnn1 (centres undefined)	3	-5	-1	8	6	-1	2	16	2
COc1ccc(Cl)cc1NC(=O)COC(=O)C1CC(=O)N(Cc2ccccc2)C1 (centres undefined)	1	.	.	.	9	17	.	-12	3
Cc1cc(Cl)c2oc(C(=O)N(C)Cc3cc(C)[nH]n3)c(C)c2c1	5	-12	-2	1	4	5	-5	-4	15
CCC(CC)NC(=O)c1ccc(Cl)cc1	-10	8	6	1	3	1	-1	-1	3
NC(=O)C1Cc2ccccc2CN1C(=O)c1cc(C2CC2)nn1-c1ccccc1 (centres undefined)	6	.	.	.	3	4	.	14	12
CC(=O)N1CCN2C(=O)C1CCCC(=O)c1cc(C(C)C)ccc12 (centres undefined)	2	-1	3	-6	4	2	0	0	9
O=C(c1ccco1)N1N=C(c2ccccc2)CC1c1ccc2nccnc2c1 (centres undefined)	5	-3	-7	1	1	7	0	-9	-3
Cc1cccc(C)c1NC(=S)N1CC(C)OC(C)C1 (centres undefined)	-7	-1	-2	8	-4	3	2	25	5
COCCOc1ccc(C(F)(F)F)cc1NC(=O)COC(=O)c1cc[n+]([O-])cc1	3	6	-10	6	-1	-8	1	-1	-2
CCOC(=O)c1[nH]c(C)c(C(=O)OCC(=O)N(CC)C2CCS(=O)(=O)C2)c1C (centres undefined)	-4	-6	5	6	4	-1	3	6	0
Cc1cc2cc(C#N)c(SCC(=O)Nc3nonc3C)nc2cc1C	0	-2	-2	-6	-1	0	-4	15	3
COc1ccc(C[C@@H]2CN3C(=NC[C@@H]3C)N2C[C@H](C)NC(=O)CCC2CCCCC2)cc1	2	-5	-3	-2	2	5	2	23	2
CCCCc1sc(-c2c(C#N)c(N)nc3c2CCCCC3)cc1[N+](=O)[O-]	-3	10	-1	8	2	4	2	7	7
Cc1nnc(SCC(=O)N(Cc2ccccc2)C(C)(C)C)[nH]c1=O	4	18	15	-1	25*	0	0	-1	7
COC(=O)N/N=C/c1ccc(-c2ccc(Cl)c(Cl)c2)o1	-1	-6	8	-4	4	10	3	14	6
O=C1Cc2ccccc2N1c1ccccc1	-3	4	2	-2	4	4	-1	-1	1
COc1ccc(-c2nc3ccccn3c2Cl)cc1	-3	6	10	-11	2	2	0	-8	-3
O=C(Nc1ccccn1)c1ccc(COc2ccccc2Cl)o1	11	6	-2	3	4	-3	-2	-12	9
O=C(NC1CCCc2c1cnn2-c1ccc(F)cc1F)c1ccccc1N1CCOCC1 (centres undefined)	-3	3	-6	-8	-2	-9	3	12	5
C=C1/C=C(\C)C(C)(O)CC(O)CC(=O)C(O)C(O)C(C)CC(C)OC(=O)/C(C)=C/CC/C=C/C(OC)C(O)CC(C)C1 (centres undefined)	-2	.	.	.	5	4	.	20	-3
CCOc1ccccc1/C=N/n1c(COc2ccccc2)n[nH]c1=S	12	11	8	3	0	11	0	-6	-1
Next section
SMILES	PAFAH2 FP inh	ZTA counter	EBNA-1 inh	LYPLA2 counter	PAFAH1B2 inh	pPAFAH FP inh	LYPLA1 inh	PREPL inhibitor	PAFAH1B3 FP inh
Cc1cc(N=NC(=O)c2ccccc2O)c2ccccc2c1O	18	12	14	-5	13	12	0	1	15
CCCn1cc(C(=O)OCC)c(=O)c2cc(F)c(F)cc21	.	16	2	2	.	4	2	-3	.
O=C(COC(=O)Cc1ccc(Br)cc1)Nc1c(F)c(F)c(F)c(F)c1F	-4	-10	-4	-3	4	33*	-1	-6	5
COCCN(C(=O)CSc1nnc(-c2ccc(Cl)cc2)o1)c1c(N)n(CC(C)C)c(=O)[nH]c1=O	6	-2	1	2	4	1	0	7	3
Cc1ccc(C)c(NC(=S)Nc2cccnc2)c1	5	-18	-6	5	0	-1	3	7	-2
NS(=O)(=O)c1cc2c(cc1Cl)NC(CSCc1ccccc1)=NS2(=O)=O	34*	-4	4	-7	23	-5	-1	4	-4
Cc1ccccc1C1NC(=O)c2ccccc2O1 (centres undefined)	1	-2	-5	0	0	4	0	6	8
O=C(NCCN1CCN(c2ccccc2)CC1)Nc1ccc(Cl)cc1	5	-8	2	10	7	-2	3	-24	-4
O=C(Nc1ccccc1C(=O)OC1CCOC1=O)c1ccco1 (centres undefined)	0	2	-16	-2	4	-7	-3	11	-2
CC(NC(=O)Cc1ccc(Br)cc1)c1ccccc1 (centres undefined)	7	17	-6	-5	8	3	-2	-5	1
Cc1ccc(-n2c(=O)[nH]c3c(oc4ccccc43)c2=O)cc1	2	5	-15	-1	8	-4	-3	11	12

Arranged by SMILES length (smallest number first): part of the list above.
SMILES	PAFAH2 FP inh	ZTA counter	EBNA-1 inh	LYPLA2 counter	PAFAH1B2 inh	pPAFAH FP inh	LYPLA1 inh	PREPL inhibitor	PAFAH1B3 FP inh
CC(NC(=O)Cc1ccc(Br)cc1)c1ccccc1 (centres undefined)	7	17	-6	-5	8	3	-2	-5	1
CCCn1cc(C(=O)OCC)c(=O)c2cc(F)c(F)cc21	.	16	2	2	.	4	2	-3	.
NS(=O)(=O)c1cc2c(cc1Cl)NC(CSCc1ccccc1)=NS2(=O)=O	34*	-4	4	-7	23	-5	-1	4	-4
